Screens (PubChem)
HTRA1 inh = HTRA1 serine protease inhibitors, primary screen, biochemical, fluorescence polarization, HTS; 0.5% of 340,000 active; inhibition, % at 5.96 µM; Q92743; recombinant HTRA1, FP-rhodamine activity-based probe; in the data active = inhibition above about 36%;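 note: 0% = enzyme with DMSO and 100% = wells lacking enzyme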
TDP2 inh = human TDP2 enzyme inhibitors, primary screen, biochemical, epi absorbance, recombinant enzyme; Tyrosyl-DNA phosphodiesterase 2 (Homo sapiens), O95551; T5PNP hydrolysis, p-nitrophenol absorbance 415 nm; inhibition, % at 12.8 µM; 0.34% of 370,000 active;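 active = inhibition above the mean of all tested compounds plus 3 SD, set per campaign, cut at about 25% in these data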;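 note: 0% = DMSO with enzyme and 100% = buffer with substrate but no TDP2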
Target sequence (O95551 whole entry, looked up): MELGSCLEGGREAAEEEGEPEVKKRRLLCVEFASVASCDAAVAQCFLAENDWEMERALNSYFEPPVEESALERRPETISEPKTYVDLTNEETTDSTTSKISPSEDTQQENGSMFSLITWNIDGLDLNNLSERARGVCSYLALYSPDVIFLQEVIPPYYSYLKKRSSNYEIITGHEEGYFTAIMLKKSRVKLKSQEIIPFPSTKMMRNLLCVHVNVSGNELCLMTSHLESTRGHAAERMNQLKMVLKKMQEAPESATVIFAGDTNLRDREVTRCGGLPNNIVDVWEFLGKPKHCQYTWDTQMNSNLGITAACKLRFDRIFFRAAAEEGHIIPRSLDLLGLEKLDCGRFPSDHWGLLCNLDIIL
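Material: recombinant human TDP2; quantity: TDP2 enzyme at 120 nM final; medium: Tris-HCl pH 7.5 with MgCl2; compound: single concentration, 12.8 µM nominal, with 1% DMSO; incubation: 2 h enzyme incubation at 37 °C; signal: epi absorbance; measure: percent inhibition; benchmarks: high control without enzyme, low control DMSO plus TDP2; repeats: singlicate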
SIAE inh = human SIAE inhibitors, primary screen, biochemical, fluorescence polarization, FP-Rh probe, 1536-well HTS. SIAE FP-Rh probe binding. 0.69% of 370,000 active. AID 1053197, 2014. inhibition, % at 9.66 µM;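 active = inhibition above a cutoff: mean of compounds within the control limits plus 3 SD of those, cut at about 17% in these data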;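 note: 0% = plate median of compound wells and 100% = probe without SIAE protein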
PRMT1 FP inh = PRMT1 methyltransferase inhibitors, primary screen, biochemical, fluorescence polarization | Protein arginine N-methyltransferase 1 (Homo sapiens), Q99873 | recombinant PRMT1, activity-based probe fluorescence polarization | inhibition, % at 2.79 µM | 1.3% of 370,000 active | AID 652257, 2013;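 active = inhibition above about 21% made by adding two undisclosed values, limit read from the data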
Target sequence (Q99873 whole entry, looked up): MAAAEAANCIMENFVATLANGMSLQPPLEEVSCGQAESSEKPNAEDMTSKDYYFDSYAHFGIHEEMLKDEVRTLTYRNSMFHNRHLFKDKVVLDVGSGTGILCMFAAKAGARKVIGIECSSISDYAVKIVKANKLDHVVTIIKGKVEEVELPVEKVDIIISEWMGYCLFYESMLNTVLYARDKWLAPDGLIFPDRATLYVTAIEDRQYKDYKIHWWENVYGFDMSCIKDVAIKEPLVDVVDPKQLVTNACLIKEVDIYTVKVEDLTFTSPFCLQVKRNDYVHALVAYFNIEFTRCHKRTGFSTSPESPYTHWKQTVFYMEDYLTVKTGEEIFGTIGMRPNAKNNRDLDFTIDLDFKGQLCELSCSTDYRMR
PG9 Ab binder = binders of HIV-1 gp120 antibody PG9, primary screen, biochemical, TR-FRET; 0.43% of 360,000 active; TR-FRET gp120-PG9 antibody binding; inhibition, % at 6.7 µM; in the data active = inhibition above about 8.5%
LEDGF integ inh = blockers of LEDGF/p75-dependent integrase strand transfer – biochemical, TR-FRET, high throughput, primary screen. HIV-1 integrase (with human LEDGF/p75). TR-FRET IN-LEDGF/p75 DNA integration, Eu/Cy5. inhibition, % at 3.7 µM. 0.64% of 370,000 active. AID 743269, 2014;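 active = inhibition above the screen-wide mean plus 3 SD, cut at about 13% in these data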;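 note: signal is the Cy5 over europium emission ratio at 671 and 618 nm; 0% = plate median of compound wells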
TCR-CD3 inh = inhibitors of human TCR-CD3 interaction, primary screen, biochemical, fluorescence, TAMRA-labeled TCR probe | 0.37% of 360,000 active | inhibition, % at 9.4 µM | AID 651800, 2012; in the data active = inhibition above about 19%;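 note: recombinant mutant TCR 2C K166C tagged with TAMRA read by polarization; 0% = receptor in buffer alone and 100% = receptor with positive control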
ABHD4 inh = ABHD4 inhibitors, primary screen, biochemical, fluorescence polarization, mouse; (Lyso)-N-acylphosphatidylethanolamine lipase (Mus musculus), Q8VD66; purified mABHD4, FP-Rh probe fluorescence polarization; inhibition, % at 8.92 µM; 0.54% of 370,000 active;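 active = inhibition exceeding the mean over every tested compound plus 3 SD, cut at about 30% in these data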;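 note: 0% = plate median of compound wells and 100% = S159A mutant with DMSO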
Target sequence (Q8VD66 whole entry, looked up): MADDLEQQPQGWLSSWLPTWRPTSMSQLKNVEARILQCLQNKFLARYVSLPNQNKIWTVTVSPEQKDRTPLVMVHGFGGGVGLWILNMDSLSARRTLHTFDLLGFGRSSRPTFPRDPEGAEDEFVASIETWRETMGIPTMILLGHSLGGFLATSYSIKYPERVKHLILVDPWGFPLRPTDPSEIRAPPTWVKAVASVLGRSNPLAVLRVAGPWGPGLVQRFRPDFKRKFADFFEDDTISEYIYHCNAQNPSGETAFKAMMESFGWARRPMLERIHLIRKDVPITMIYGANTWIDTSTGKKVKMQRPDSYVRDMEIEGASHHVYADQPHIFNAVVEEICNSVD
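system = mouse ABHD4 enzyme, wild type | medium = HEPES pH 7.0, NaCl, Pluronic buffer | also added = FP-Rh probe | incubation = Enzyme–compound pre-incubation 45 min, then probe 60 min, both 25 °C | technique = fluorescence polarization, excitation 525 nm, emission 598 nm, BODIPY TMR filters | controls = S159A mutant high control, sample median low control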
UHRF1 binding = UHRF1 methylated DNA binding inhibitors, primary screen, counter-screen for MBD2 inhibitor project, biochemical, TR-FRET, human UHRF1, single concentration. E3 ubiquitin-protein ligase UHRF1 (Homo sapiens), Q96T88. UHRF1 binding to methylated oligo. inhibition, % at 4.4 µM. 0.75% of 370,000 active. AID 687016, 2013; in the data active = inhibition above about 21%;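 note: UHRF1 SRA domain binding a hemimethylated CpG hairpin DNA probe; 0% = median of test compound wells and 100% = reference inhibitor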
Tn7 DDE FP = inhibitors of Tn7 peptide binding to fibrin DD(E), primary screen, biochemical, fluorescence polarization, human fibrin, Tn7 probe | inhibition, % at 8.3 µM | FP displacement of FITC-Tn7 peptide from fibrin DD(E); 0% = median of compound wells per plate | 0.13% of 370,000 active | Fibrinogen beta chain (Homo sapiens), P02675;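 active = inhibition above the mean of compounds falling within the control limits plus 3 SD of them, cut at about 14% in these data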;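 note: 0% = plate median of compound wells and 100% = 10 µM Aha-Tn7 peptide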
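Assay system: human fibrin DD(E) protein / Input: 2 µM fibrin DD(E) / Benchmarks: high control of 10 µM Aha-Tn7 peptide / Measured by: fluorescence polarization of the labelled Tn7 tracer / Medium: Tris buffer with calcium and detergent, pH 7.8 / Timing: 10 min compound pre-incubation, 3 h probe incubation at room temperature / Repeats: one replicate per compound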
* marks the source's active call; other numbers are inactive results; · = no result given.

Sample of the layout:
SMILES	HTRA1 inh	TDP2 inh	SIAE inh	PRMT1 FP inh	PG9 Ab binder	LEDGF integ inh	TCR-CD3 inh	ABHD4 inh	UHRF1 binding	Tn7 DDE FP
CC(=O)c1ccc(N2CCN(CCC#N)CC2)c(F)c1	-1	4	13	-1	-1.0	3	-1	1	-1	2
CC(C)N1CCC(N2CCN(Cc3cc(F)ccc3-n3cccn3)CC2CCO)CC1 (stereo not given)	·	-2	-1	1	-0.6	-4	-2	-3	0	8
CN(Cc1ccccc1)S(=O)(=O)c1ccc(OCC(=O)N2CCOCC2)cc1	-2	-4	1	-1	-0.5	-7	0	-5	2	-2

All compounds of this part, repeating the preview:
SMILES	HTRA1 inh	TDP2 inh	SIAE inh	PRMT1 FP inh	PG9 Ab binder	LEDGF integ inh	TCR-CD3 inh	ABHD4 inh	UHRF1 binding	Tn7 DDE FP
CC(=O)c1ccc(N2CCN(CCC#N)CC2)c(F)c1	-1	4	13	-1	-1.0	3	-1	1	-1	2
CC(C)N1CCC(N2CCN(Cc3cc(F)ccc3-n3cccn3)CC2CCO)CC1 (stereo not given)	·	-2	-1	1	-0.6	-4	-2	-3	0	8
CN(Cc1ccccc1)S(=O)(=O)c1ccc(OCC(=O)N2CCOCC2)cc1	-2	-4	1	-1	-0.5	-7	0	-5	2	-2
Cn1c(CNc2nc3ccccc3n2CCN2CCCCC2)nc2ccccc21	2	0	-5	1	0.5	-1	-9	1	6	8
COc1ccccc1NS(=O)(=O)c1ccc(C)c(C(=O)N2CCCC2)c1	8	4	1	-3	-2.5	-4	4	5	-2	-3
CCN(CC(O)Cn1c2ccccc2c2ccccc21)S(=O)(=O)c1ccc(C)cc1 (stereo not given)	-85	2	-22	0	-1.7	-2	0	-54	-1	-1
Cc1cccc(C(=O)c2ccccc2C(=O)O)c1	1	-3	-10	4	-1.2	-6	-10	3	0	-4
CCOc1ccc(N(C(C)C(=O)N2CCOCC2)S(C)(=O)=O)cc1 (stereo not given)	-3	21	3	-2	-0.7	1	-2	5	-1	-2
Cc1ccc(CSc2ncccc2C(=O)O)cc1	3	2	-7	4	0.3	-4	-4	5	1	-1
CCOc1ccc(NC(=O)CN(C)S(=O)(=O)c2cnc[nH]2)cc1	-2	6	-1	-1	-1.1	-2	2	1	2	1
CCc1nn(CCCC(=O)NCc2ccccc2Br)c(=O)c2cc3occc3n12	1	12	0	0	-2.2	3	6	-6	0	-8
COC(C[C@@H]1O[C@H]1[C@H](O)COCc1ccccc1)OC	-1	-3	-4	-4	2.1	0	4	-10	0	4
COc1ccc2nc(NC(=O)c3ccco3)sc2c1	-3	-22	-19	-2	-0.4	3	-1	-17	-5	1
COCCNC(=O)c1cc2sccc2n1C	-3	-13	6	4	1.4	-3	-2	8	5	1
CCOC(=O)Cc1cc(=O)n2[nH]cc(-c3ccc(Cl)cc3)c2n1	15	-4	-1	1	-0.5	-1	8	26	0	7
Cc1ccccc1OCC(=O)N1CCCCCCC1	-1	1	-1	-3	-2.3	3	2	2	2	3
COc1ccc(-c2ccc(N(C)C)cc2)cc1[C@H]1[C@@H]2C=CCC[C@@]2(C)C(=O)N1Cc1ccccc1	0	-23	0	-2	0.7	-1	-1	-4	3	-4
CCC(C)CNC(=O)c1oc(=O)c2ccccc2c1-c1ccc(C)cc1 (stereo not given)	·	8	0	-2	·	0	·	-5	2	5
O[C@H]1C[C@H](c2ccccc2)N(Cc2cccs2)C[C@@H]1n1cc(-c2ccc(F)cc2)nn1	-65	-4	-26	1	-1.9	0	-4	-2	-1	1
COC(=O)[C@@H]1C[C@H]2CC[C@H](O)C[C@H]2N1Cc1ccc(N2CCN(C)CC2)cc1	-3	10	1	-3	0.5	2	-3	1	2	-3
O=C(Cc1ccccc1F)NC1CCCN(Cc2ccc(Cl)cc2)C1 (stereo not given)	-1	-10	-9	3	1.4	1	-6	-8	2	7
CCOC(=O)N1CCC2(CC1)C(C#N)=C(N)Oc1n[nH]c(C)c12	-10	-2	3	3	1.1	2	-4	-6	-3	2
COc1cc(OC)c2ccc(=O)oc2c1C(CCN1CCN(c2ccccc2)CC1)c1ccc2c(c1)OCO2 (stereo not given)	-23	-7	0	-1	-0.7	-4	7	4	-1	2
CC1CCN(C(=O)C2CCCN(S(=O)(=O)c3cccc4nsnc34)C2)CC1 (stereo not given)	3	4	0	2	-2.4	1	1	9	-1	4
Cc1ccc(C(=O)CCC(=O)Nc2cc(C)ccn2)cc1	-25	8	1	-4	0.2	-1	3	-3	-1	6
COC(=O)c1sc(NC(=O)c2c(C)noc2C)nc1C	-2	0	8	-3	0.0	3	5	1	-1	-3
Cc1ccc(CNC(=O)C2CCC(=O)N2Cc2ccc(F)cc2)cc1 (stereo not given)	-2	0	1	1	0.6	-1	0	-2	1	-1
O=C(NCCc1csc(-c2ccccc2)n1)c1ccc(Br)o1	-12	2	-1	2	-0.9	-3	3	2	-1	1
O=c1c2[nH]c3ccc(F)cc3c2nc2n1CCCS2	-1	-1	3	2	0.0	-12	0	3	6	-3
Cc1ccc2oc(C(=O)Nc3ccc(S(=O)(=O)Nc4ncccn4)cc3)c(C)c2c1	5	-1	-1	-3	-2.8	-2	8	-7	1	6
COC(=O)c1cc(-c2cc(Cl)cc(Cl)c2)c(=O)n2c1CCC2	·	4	-1	0	·	-1	·	4	-1	7
OC(CCc1ccncc1)c1ccccc1 (stereo not given)	0	-1	4	-4	-0.7	0	10	-3	0	-3
CC(C)NC(=O)c1cc(C2CCCCN2C(=O)c2ccc(C#N)cc2)on1 (stereo not given)	·	-6	3	1	-0.4	-3	-4	7	-3	1
CN(Cc1ccccc1)S(=O)(=O)c1cccc2cccnc12	3	-1	6	-1	-2.3	-3	3	-1	0	6
O=C(O)CSCC(=O)Nc1ccc(S(=O)(=O)N2CCCCC2)cc1	8	-5	-4	2	1.8	0	-8	2	3	4
Cc1ccc(/C=C2/N=C(c3ccccc3)NNC2=O)cc1	·	-3	-5	-1	-2.0	-3	7	0	-3	-4
COC(=O)C1=C(C)N(C)C(=O)NC1c1ccc([N+](=O)[O-])o1 (stereo not given)	-3	5	4	-1	-1.4	46*	6	-4	0	6
CNc1nc(NCc2ccccc2)c2ccccc2n1	0	5	-3	-1	0.0	0	-6	-1	-3	2
Cc1cccc(NS(=O)(=O)c2ccc(Oc3ccccc3)cc2)n1	3	6	10	1	0.8	0	-6	2	-1	4
COc1ccc(CNC(=O)CSCc2c(F)cccc2Cl)cc1	5	0	-4	4	1.9	-1	-4	1	-1	0
COC(=O)[C@]12CCCCC=C1N(Cc1ccc(Cl)cc1Cl)C(=O)[C@H](CC(=O)NCc1cccc3ccccc13)C2	·	7	-10	2	-0.4	1	5	-13	18	-3
COC(=O)C1=C(C)N(CCc2ccc(OC)c(OC)c2)C(=O)/C1=C\c1ccc(O)cc1	2	-1	-5	0	-2.6	1	-1	2	1	0
CCOC(=O)N1CCN(C(=O)c2ccc(N3C(=O)c4ccccc4C3=O)cc2)CC1	1	-6	-9	0	-1.6	-1	0	6	1	6
Cn1nc([N+](=O)[O-])nc1Oc1ccc2ccccc2c1	-4	-2	0	0	-2.0	3	1	2	0	-8
CC(C)C[C@H](NC1(C(=O)NCCc2c[nH]c3ccccc23)CCN(C)CC1)C(=O)NCCCc1ccccc1	·	-13	-1	0	·	-3	·	10	-2	6
CCCCCOC(=O)C1=C(C)NC(=O)NC1c1ccccc1 (stereo not given)	4	0	2	-5	-1.3	-3	0	0	-1	0
Cc1c(OC(C)C(=O)NCCN2CCOCC2)ccc2c(-c3ccccc3)cc(=O)oc12 (stereo not given)	-4	9	3	-1	0.5	0	5	3	-1	2
COc1ccc(CNC(=O)c2cc3ccccc3oc2=O)cc1	-5	18	-4	-1	-1.1	-5	-3	2	3	-4
COc1cccc(CNc2nc(NCc3ccccc3OC)nc3ccsc23)c1	·	-7	12	0	0.8	-1	6	16	-1	7
CCC(Oc1ccccc1)C(=O)Nc1cc(C)on1 (stereo not given)	1	-1	5	-3	-1.0	-2	-4	2	1	-7
C[C@H]1CCCCO[C@@H](CN(C)S(=O)(=O)c2ccc(F)cc2)[C@@H](C)CN([C@@H](C)CO)C(=O)c2cc(NC(=O)Nc3ccc4c(c3)OCO4)ccc2O1	-1	-3	12	8	-1.3	0	-9	8	8	0
CCOc1ccc(CNC2CCCCCCC2)cc1OC	9	-8	-3	2	-0.7	-3	-15	-2	4	4
COC(=O)c1ccc(CSc2ccc3nnc(-c4cccc(F)c4)n3n2)o1	0	5	0	-2	-1.2	2	4	3	2	-4
COCCNc1nc(C(C)(C)C)nc2c1nnn2Cc1ccccc1Cl	-3	-6	3	-2	-0.8	-2	13	2	-2	-2
CCN(C(=O)CSc1ncn[nH]1)c1c(N)n(Cc2ccccc2)c(=O)[nH]c1=O	-1	1	1	-6	-0.6	1	7	-3	-5	1
COC(=O)c1ccccc1S(=O)(=O)N1CCC(C(=O)NC2=NCCS2)CC1	2	5	-4	-1	0.9	3	0	2	-1	-2
CC1CCN(CC(=O)N2CCN(c3ccccc3)CC2)CC1	10	1	3	4	2.2	1	-5	2	1	-8
Cc1cccc(OCC(=O)N=Nc2c(O)[nH]c3ccc([N+](=O)[O-])cc23)c1	·	-12	4	-1	-2.6	-3	4	4	2	-4
Cc1cccnc1NC(=O)Cn1c(=O)oc2ccccc21	-2	-9	6	6	-1.6	-7	1	2	2	9
Oc1ccccc1-n1c(-c2ccccc2)ccc1-c1ccccc1	11	-12	9	-5	-2.0	6	6	-3	-4	1
CC(C)C[C@H]1COc2cc(N3CCC[C@@H]3CO)ccc2S(=O)(=O)N1	·	-5	0	-6	-0.3	-5	5	5	-1	-6
Cc1cc2ncn(-c3ncnc4sc5c(c34)CCC(C)C5)c2cc1C (stereo not given)	0	-3	-3	-1	1.4	-3	-3	-1	12	2
O=C(OCC#CCSc1nnc(-c2cccc3ccccc23)o1)c1sccc1Cl	·	1	3	-5	·	6	·	0	-1	-1
